NPYLR7 ag – mosquito NPYLR7 agonism; actives 0.15% (n = 270,000); HEK293T NPYLR7/Galpha15, GCaMP6s calcium fluorescence; activation, % at 10 µM; AID 1259423; in the data active = activation above about 40%;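 note: 0% = vehicle and 100% = reference agonist at the receptor; some compounds past the cut are filed as inactive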
hcGAS lum – blocks human cGAS activity. Q8N884. recombinant h-cGAS, ATP depletion, Kinase-Glo luminescence. inhibition, % at 12.5 µM. actives 0.081% (n = 290,000). AID 1259398;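 note: 0% = vehicle reaction and 100% = reaction without DNA for no activity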
Target sequence (Q8N884 whole entry, looked up): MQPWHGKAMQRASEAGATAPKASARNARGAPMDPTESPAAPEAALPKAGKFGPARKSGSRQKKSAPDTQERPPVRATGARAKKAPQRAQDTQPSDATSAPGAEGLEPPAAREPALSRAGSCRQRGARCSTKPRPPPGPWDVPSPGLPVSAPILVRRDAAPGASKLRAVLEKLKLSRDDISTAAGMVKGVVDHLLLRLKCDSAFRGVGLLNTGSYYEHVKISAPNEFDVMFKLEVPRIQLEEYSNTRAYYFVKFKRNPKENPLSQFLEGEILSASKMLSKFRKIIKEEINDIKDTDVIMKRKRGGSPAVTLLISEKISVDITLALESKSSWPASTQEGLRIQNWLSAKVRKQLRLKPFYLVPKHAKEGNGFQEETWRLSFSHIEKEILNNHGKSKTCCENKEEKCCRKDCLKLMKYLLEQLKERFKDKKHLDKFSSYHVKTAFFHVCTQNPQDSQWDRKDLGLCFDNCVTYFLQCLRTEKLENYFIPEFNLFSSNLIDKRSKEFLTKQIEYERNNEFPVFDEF
mcGAS lum – mouse cGAS inhibition by luminescence; AID 1259399; recombinant cGAS, Kinase-Glo ATP depletion luminescence; inhibition, % at 12.5 µM; Q8C6L5; actives 0.15% (n = 160,000);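 note: 0% = negative control wells and 100% = reference inhibitor with no enzyme activity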
The depositor's hits bear a star; · = not tested or not shown; & = joins results of further samples. Cut-off read from the data, not from the text of the source, unless noted: active = inhibition above about 40%; inactive = the rest.

SMILES	NPYLR7 ag	hcGAS lum	mcGAS lum
CCCCCN(CC(=O)N1CCc2sccc2C1c1ccccc1C)C(=O)C(c1ccccc1)c1ccccc1 (stereo not given)	9.0	2.7	-3.8
O=C(O)/C=C/C(=O)NNC(=O)c1cc(O)cc(O)c1	-6.7	-5.2	·
CCC(=O)N(C1CCOCC1)C1CCN(CCC(C)C)CC1	·	-5.7	-4.4
O=C(NNc1c(Cl)cc(Cl)cc1Cl)C1CCCN(c2cnccn2)C1 (stereo not given)	7.7	7.2	0.1
Cn1c(NC2=NCCCCC2)c(Br)c(=O)n(C)c1=O	-0.4	-1.0	·
Cc1ccc(C(C)NC(=O)C(=O)Nc2ccc(CC(=O)N(C)C)cc2)o1 (stereo not given)	-3.9	4.0	·
Cc1ccc(CC2(C)C(=O)Nc3cccc(Cl)c32)cc1 (stereo not given)	1.3	0.8	-3.8
O=C1N(CCc2ccccc2)c2ccccc2C12OCCCO2	-9.2	-5.8	·
CCOc1ccc2oc(C(=O)Nc3ccccc3O)c(C)c2c1	1.5	-2.5	-4.9
CCCCCN(C(=O)c1ccc(Br)cc1)C(C)c1nc2ccccc2c(=O)n1-c1ccccc1OCC (stereo not given)	·	-4.0	-5.6
CCOc1ccc(C2CC(c3ccc(F)cc3)=NN2C(=O)CN2CCc3ccccc3C2)cc1 (stereo not given)	5.6	-3.9	-3.9
O=C1CC(c2ccccc2)CC2=Nc3ccccc3NC(c3ccccc3OCc3ccccc3)C12 (stereo not given)	-8.2	-4.5	-2.3

Two compounds picked at random from those above, as already listed:
SMILES	NPYLR7 ag	hcGAS lum	mcGAS lum
O=C(NNc1c(Cl)cc(Cl)cc1Cl)C1CCCN(c2cnccn2)C1 (stereo not given)	7.7	7.2	0.1
CCCCCN(CC(=O)N1CCc2sccc2C1c1ccccc1C)C(=O)C(c1ccccc1)c1ccccc1 (stereo not given)	9.0	2.7	-3.8

Later entries:
SMILES	NPYLR7 ag	hcGAS lum	mcGAS lum
Cc1ccc2nc(-c3cccc(N)c3C)oc2c1	-2.1	-8.9	-8.0
Cc1nn(CCNC(=O)C(=O)c2cccnc2)c(C)c1Cl	-3.1	-2.9	·
Cc1csc(OCC(=O)Nc2ccc(C)c(C)c2)n1	7.9	-12.9	-6.2
CC(=O)N[C@@H]1c2ccccc2C2(CCN(Cc3cccc4nccnc34)CC2)[C@H]1OCc1ccccc1	14.1	-8.2	-11.1
COc1ccccc1Cn1c(C)c(C(=O)NCC2CC2)sc1=O	9.8	-5.3	·
CC1(O)N(CCCCCC(=O)O)C(=O)OC12CCCCC2 (stereo not given)	1.2	2.7	1.1
COc1ccc(Cn2c(C(C)OC)n[nH]c2=O)cc1 (stereo not given)	14.7	-8.1	·
CCCc1nnnn1Cc1c(C)cc(C)cc1C	5.2	-6.7	·
Cc1cccc(CS(=O)(=O)c2nc3ccccc3nc2C)c1	-1.1	-1.5	·
Cc1cc(C)nc(SCC(=O)c2ccc(F)c(C)c2)n1	2.3	1.2	·
CCc1nn(C(C)C(=O)NC(C)CCc2ccco2)c(=O)c2cc3occc3n12 (stereo not given)	67.6*	-4.1	-2.9
COc1ccc(S(=O)(=O)Nc2ccccn2)c(C)c1C	6.0	-4.7	-8.6
Cc1cc(C)n(CCCC(=O)N2CCNCC2C(=O)NC2CC2)n1 (stereo not given)	7.9	-11.1	·
CCC(CC)C(=O)N1CCN(c2ncnc3c2nnn3Cc2ccccc2)CC1	-7.3	-6.5	-6.8
Cc1nc(C)n(CC(O)COc2ccc(C(=O)c3ccccc3)cc2)n1 (stereo not given)	2.5	-20.4	-5.3
CNC(=O)COc1coc(CN2CCN(c3ccc(F)cc3)CC2)cc1=O	1.2	-4.5	-7.4
CCCCCC(=O)N1CCN(c2cc(Oc3ccc(F)c(Cl)c3)ncn2)CC1	10.4	-4.3	-6.0
Cc1ccccc1-n1ncc2c(C3CC3)nn(CC(N)=O)c(=O)c21	8.2	-5.8	·
CC(C)CCN1CC2(CCN(C(=O)C(NC(N)=O)C(C)C)CC2)OC1=O (stereo not given)	·	-0.7	-0.4
O=C(Nc1ccc(F)cc1F)N1CCCCC1CCn1ccnc1 (stereo not given)	-2.4	-8.7	·
CCCCCOc1ccc(C(=O)Nc2cc(OC)ccc2OC)cc1OCCCCC	-3.1	-3.5	1.1
Nc1nc(N)nc(SCC(=O)c2c[nH]c3ccccc23)n1	-0.3	1.4	-3.7
CC(=O)Nc1nnc(SCC(=O)Nc2ccc(F)cc2)s1	1.2	-2.5	-1.7
CC(C)N1Cc2cc(F)ccc2N(CC(O)COC(C)(C)C)CCC1=O (stereo not given)	10.7	7.5	0.8
C/C(=C/C(=O)NC1(C#N)CC1)c1ccccc1C(F)(F)F	-0.3	-2.3	·
O=c1[nH]c2c(n1-c1ccccc1)C=Nc1ccccc1N2	14.2	-6.8	-4.7
Cc1nc2sc3c(N4CCOCC4)ncnc3c2c2c1COC(C)(C)C2	4.1	0.6	·
CC1(C)[C@H]2CC=C(CN3CCC(Cn4ccnc4)CC3)[C@@H]1C2	·	-10.8	-5.3
Cc1cccc(-c2noc(Cn3ccn4nc(-c5ccc(C)c(C)c5)cc4c3=O)n2)c1	0.6	-1.5	0.0
Cc1cccc(-c2ccc(NC(=O)C3CCN(C(=O)c4ccncc4)CC3)cc2)c1	-2.5	-5.5	·
CCCc1cnc(C)nc1NCCN1CCOC1=O	4.1	-9.0	·
O=C1c2ccccc2C(=O)N1CNc1ccccc1F	-0.2	5.3	·
COc1ccc(NC(=O)Cn2c(C)cc(C)c(C#N)c2=O)cc1	1.5	-5.2	-8.1
COCCN1CC(CO)C2(CCN(Cc3ccccc3C(F)(F)F)CC2)C1 (stereo not given)	·	-18.3	-5.9
CCOC(=O)C1CCCN(c2cc(C)nn3cnnc23)C1 (stereo not given)	1.0	-1.0	-5.2
Cc1noc(C)c1S(=O)(=O)N1CCN(CC(OCc2ccc(C(F)(F)F)cc2)c2ccc(Cl)cc2)CC1 (stereo not given)	22.2	1.9	-3.8
OC[C@H]1CCN(Cc2cnc(-c3ccccn3)nc2)C[C@H]1O	-5.1	-2.0	·
Cn1c(O)c(C=Nc2ccc(F)cc2)c(=O)n(C)c1=O	16.3	0.1	-3.9
Cc1sc2ncnc(SCC(=O)c3ccc4ccccc4c3)c2c1C	-9.1	-6.9	-7.3
O=C(Nc1ccccc1C1SCC(=O)N1c1ccc(F)cc1F)c1cccs1 (stereo not given)	31.3	-0.6	-3.7
O=C(c1ccncc1)N1CC[C@@H](c2ccc3ccccc3c2)[C@H](O)C1	2.2	-1.4	·
COc1cccc(-c2cc3c(Nc4ccc5c(c4)OCCO5)nccc3n2C)c1	5.5	-6.2	-4.3
COc1ccc(Nc2nccc3c2cc(-c2ccc(C(=O)N(C)C)cc2)n3C)c(OC)c1	-0.1	-2.1	-5.2
Cc1cc2c(cnc3ncnn32)c(=O)n1Cc1ccccc1	2.8	-7.6	·
Nn1ccc2nc3ccn(C4CCCC4)c(=O)c3cc2c1=O	6.7	-8.9	·
CCOC(=O)c1nc2cc(Cl)c(Cl)cc2nc1N1CCN(C(=O)c2c(F)c(F)c(F)c(F)c2F)CC1	·	-9.8	-7.7
COc1ccc(-c2nc(CSc3nc4ccc(Cl)cc4o3)cs2)cc1OC	3.0	-6.1	-6.1
COc1cccc([C@@H]2CCN(Cc3cn[nH]c3C(=O)O)C[C@H]2O)c1	3.9	-4.7	-18.3
COCCn1c(=NC(=O)c2ccn(C)n2)sc2cc(S(N)(=O)=O)ccc21	·	-7.0	-8.7
CC1CN(C(=O)c2nn(-c3ccccc3C(F)(F)F)cc2O)CCO1 (stereo not given)	0.0	-7.1	·
CS(=O)(=O)N(c1ccccc1Cl)S(=O)(=O)c1ccc(Cl)c([N+](=O)[O-])c1	20.0	-10.9	·
CS(=O)(=O)c1ccc(Cn2c3c(c4cc(F)cc(F)c42)CCCC3CC(=O)O)cc1 (stereo not given)	-6.3	-3.2	·
COc1cn(CC(=O)Nc2ccc([N+](=O)[O-])cc2)c(CSc2nccn2C)cc1=O	-2.4	-0.1	-2.5
CC1Cc2cc(C(=O)NCc3cnn4ccccc34)ccc2O1 (stereo not given)	4.9	-2.4	·
Nc1nc(CSc2nnc(C3CC3)n2-c2ccccc2)nc(Nc2ccccc2)n1	5.1	-8.2	·
O=C(OCC(O)CO)c1ccccc1Nc1ccnc2cc(Cl)ccc12 (stereo not given)	-6.3&0.3	0.1&-2.3	-4.1
Cc1ccc(S(=O)(=O)N(C)c2nccs2)c(F)c1	-5.9	1.5	0.0
CC(c1nc2ccccc2s1)N1CCN(CC(=O)Nc2ccccc2Cl)CC1 (stereo not given)	6.4	-5.7	·
COc1ccc(NC(=O)CCN(CCc2ccccc2)c2nc(-c3ccc(OC)cc3)nc3ccccc23)cc1	·	-6.7	-3.9
Cc1ccc(C)c(-n2c(C)c(C)n3c4c(=O)n(CCCO)c(=O)n(C)c4nc23)c1	5.5	-12.1	·

Reprinted from the entries so far (19 entries):
SMILES	NPYLR7 ag	hcGAS lum	mcGAS lum
O=C(c1ccncc1)N1CC[C@@H](c2ccc3ccccc3c2)[C@H](O)C1	2.2	-1.4	·
COc1cccc(-c2cc3c(Nc4ccc5c(c4)OCCO5)nccc3n2C)c1	5.5	-6.2	-4.3
COc1ccc(Nc2nccc3c2cc(-c2ccc(C(=O)N(C)C)cc2)n3C)c(OC)c1	-0.1	-2.1	-5.2
Cc1cc2c(cnc3ncnn32)c(=O)n1Cc1ccccc1	2.8	-7.6	·
Nn1ccc2nc3ccn(C4CCCC4)c(=O)c3cc2c1=O	6.7	-8.9	·
CCOC(=O)c1nc2cc(Cl)c(Cl)cc2nc1N1CCN(C(=O)c2c(F)c(F)c(F)c(F)c2F)CC1	·	-9.8	-7.7
COc1ccc(-c2nc(CSc3nc4ccc(Cl)cc4o3)cs2)cc1OC	3.0	-6.1	-6.1
COc1cccc([C@@H]2CCN(Cc3cn[nH]c3C(=O)O)C[C@H]2O)c1	3.9	-4.7	-18.3
COCCn1c(=NC(=O)c2ccn(C)n2)sc2cc(S(N)(=O)=O)ccc21	·	-7.0	-8.7
CC1CN(C(=O)c2nn(-c3ccccc3C(F)(F)F)cc2O)CCO1 (stereo not given)	0.0	-7.1	·
CS(=O)(=O)N(c1ccccc1Cl)S(=O)(=O)c1ccc(Cl)c([N+](=O)[O-])c1	20.0	-10.9	·
CS(=O)(=O)c1ccc(Cn2c3c(c4cc(F)cc(F)c42)CCCC3CC(=O)O)cc1 (stereo not given)	-6.3	-3.2	·
COc1cn(CC(=O)Nc2ccc([N+](=O)[O-])cc2)c(CSc2nccn2C)cc1=O	-2.4	-0.1	-2.5
CC1Cc2cc(C(=O)NCc3cnn4ccccc34)ccc2O1 (stereo not given)	4.9	-2.4	·
Nc1nc(CSc2nnc(C3CC3)n2-c2ccccc2)nc(Nc2ccccc2)n1	5.1	-8.2	·
O=C(OCC(O)CO)c1ccccc1Nc1ccnc2cc(Cl)ccc12 (stereo not given)	-6.3&0.3	0.1&-2.3	-4.1
Cc1ccc(S(=O)(=O)N(C)c2nccs2)c(F)c1	-5.9	1.5	0.0
CC(c1nc2ccccc2s1)N1CCN(CC(=O)Nc2ccccc2Cl)CC1 (stereo not given)	6.4	-5.7	·
COc1ccc(NC(=O)CCN(CCc2ccccc2)c2nc(-c3ccc(OC)cc3)nc3ccccc23)cc1	·	-6.7	-3.9

Continuation:
SMILES	NPYLR7 ag	hcGAS lum	mcGAS lum
COc1cccc(C(=O)Nc2c(-c3ccccc3OC)nc3ccc(C)cn23)c1	-6.0	-7.7	-7.0
N#CCCCSc1nnnn1-c1ccccc1	28.5	-14.1	·
O=C(Nc1cccc(O)c1)c1cnn2c(C(F)(F)F)cc(-c3ccco3)nc12	-5.0	-2.8	0.3
COc1ccc2sc(N(CCCN3CCOCC3)C(=O)c3ccc([N+](=O)[O-])o3)nc2c1	-0.5	-6.2	-7.8
c1ccc(OCCNCCN2CCOCC2)cc1	-9.5	1.6	·
CC(C)Nc1ncccc1C(=O)NCCc1cccc(Cl)c1	1.8	-3.2	-2.0
CC1(C(=O)NS(=O)(=O)c2ccccc2)CCN1C(=O)C1(c2ccc(Cl)cc2)CCC1 (stereo not given)	-2.0	-5.1	·
S=c1[nH]nc(C2C3CCCCC32)n1CC1CCCCC1 (stereo not given)	1.9	-5.2	-5.5
Cc1cc(C)n2nc(CC(=O)NCCC3CCCCC3)nc2n1	6.3	-12.3	·
COCCN(Cc1cccs1)Cc1cccc2cnccc12	-9.0	-1.8	-1.1
O=C(NCCc1ccco1)C1CCCN(C2CCN(C(=O)C3CC3)CC2)C1 (stereo not given)	2.4	-8.6	·
O=C1CCC2(C(=O)Nc3ccc(-n4cnc5ccccc54)nc3)Sc3ccccc3N12 (stereo not given)	0.9	-0.8	·
CC(C)(C)C(=O)OC1OCCOC1OC(=O)C(C)(C)C (stereo not given)	0.9	-9.4	·
Cc1ccc2nc(N(Cc3cccnc3)C(=O)c3ccc4c(c3)OCCO4)sc2c1	-6.8	-5.9	-8.0
Cc1nn2c(=O)[nH]c(SCC(=O)NCC3CCCO3)nc2c1-c1ccccc1 (stereo not given)	8.3	-0.9	-2.3
CN(Cc1nccn1C(F)F)Cn1nc2ccccn2c1=S	1.4	-6.5	-15.6

Screens: PubChem, Fisher Drug Discovery Resource Center
